From PubChem
CHRM1 PAM = potentiates human M1 receptor response to acetylcholine | CHO-K1 hM1, Fluo-8 calcium fluorescence, ACh EC20; 0% = ACh EC20, 100% = maximal ACh | activation, % at 3 µM | 360,000 tested, 0.088% active; in the data active = activation above about 19%, passing the limit was not always enough
Target sequence (P11229 whole entry, looked up): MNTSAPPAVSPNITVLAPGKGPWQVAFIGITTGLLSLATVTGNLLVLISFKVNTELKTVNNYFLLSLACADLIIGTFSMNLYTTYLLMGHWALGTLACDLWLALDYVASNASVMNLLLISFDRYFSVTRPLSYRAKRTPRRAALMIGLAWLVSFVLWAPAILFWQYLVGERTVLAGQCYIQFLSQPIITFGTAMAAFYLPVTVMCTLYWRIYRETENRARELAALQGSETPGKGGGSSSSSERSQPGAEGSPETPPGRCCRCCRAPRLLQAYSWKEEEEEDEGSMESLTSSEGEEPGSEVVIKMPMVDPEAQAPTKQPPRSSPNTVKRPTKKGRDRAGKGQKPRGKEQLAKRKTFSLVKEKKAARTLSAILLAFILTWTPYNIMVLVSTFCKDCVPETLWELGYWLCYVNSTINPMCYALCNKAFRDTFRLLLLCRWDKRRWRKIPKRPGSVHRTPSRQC
CRFBP-R2 agonist = agonists of human CRF-binding protein/CRF-R2 receptor complex; 350,000 tested, 0.46% active; AID 588473; activation, % at 13.2 µM; HEK293 CRF-R2/CRF-BP, calcium dye fluorescence (FLIPR); percent of saturating CRF peptide response;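 active = activation of at least 50%, plus an integration ratio under a set limit after plate pattern correction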;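 note: plate controls were neutral control wells without compound for no effect and CRF at EC100 for full effect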
CHRM4 agonist = CHRM4 agonism in calcium assay | P08173 | CHO-K1 hM4/Gqi5, Fluo-8 calcium fluorescence; vehicle 0%, full acetylcholine response 100% | activation, % at 3 µM | 360,000 tested, 0.14% active;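 active = activation above the run mean over all test wells plus 3 SD, cut at about 32% in these data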;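 note: peak over basal fluorescence ratio per well then scaled between controls; 0% = DMSO wells and 100% = acetylcholine at EC100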
Target sequence (P08173 whole entry, looked up): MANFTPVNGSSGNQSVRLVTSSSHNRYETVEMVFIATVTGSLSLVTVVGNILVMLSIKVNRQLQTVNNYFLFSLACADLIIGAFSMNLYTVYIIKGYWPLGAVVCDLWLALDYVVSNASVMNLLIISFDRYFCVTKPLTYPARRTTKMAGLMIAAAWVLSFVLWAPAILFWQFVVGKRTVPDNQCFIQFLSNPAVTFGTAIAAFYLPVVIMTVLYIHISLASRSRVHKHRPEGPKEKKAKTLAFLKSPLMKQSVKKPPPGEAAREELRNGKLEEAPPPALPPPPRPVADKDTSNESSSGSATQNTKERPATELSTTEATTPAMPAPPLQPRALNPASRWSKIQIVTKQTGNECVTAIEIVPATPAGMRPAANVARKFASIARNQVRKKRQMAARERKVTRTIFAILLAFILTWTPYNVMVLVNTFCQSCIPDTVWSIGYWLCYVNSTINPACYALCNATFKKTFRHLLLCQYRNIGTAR
M5 PAM = potentiates acetylcholine response at human M5 receptor. P08912. CHO-K1 hM5, Fluo-8 calcium, ACh EC20 PAM; 0% = ACh EC20, 100% = ACh EC100. activation, % at 3 µM. 360,000 tested, 0.3% active. AID 624038;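 active = activation above the run cutoff, the mean activation of all test compounds plus 3 SD, cut at about 18% in these data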
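Probe or stimulus: acetylcholine, EC20 level; Assay system: human M5 receptor in CHO-K1 cells; Schedule: compound preincubation 140 s before EC20 acetylcholine addition; Technique: intracellular calcium via Fluo-8 fluorescence; Dosing: single-point, 3 µM nominal; Read-out basis: percent activation from peak-over-basal fluorescence ratio, scaled EC20-to-EC100 acetylcholine; Repeats: one well per compound, no replicates.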
M5 antag = blocks acetylcholine activation of human M5 receptor; P08912; CHO-hM5 cells, Fluo-8 calcium fluorescence, ACh EC80; inhibition, % at 3 µM; 360,000 tested, 0.59% active; AID 624040;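 active = inhibition above a per-plate cutoff, the mean of that plate's test compounds plus 3 SD, cut at about 27% in these data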;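 note: 0% = acetylcholine EC80 with DMSO and 100% = DMSO without agonist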
CHRM5 agonist = CHRM5 agonism in calcium assay. P08912. CHO-K1 hM5 cells, Fluo-8 calcium fluorescence; 0% DMSO wells, 100% maximal acetylcholine response. activation, % at 3 µM. 360,000 tested, 0.19% active. AID 624037;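 active = activation above the run's mean over test compounds plus 3 SD, cut at about 23% in these data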;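 note: signal is peak over basal fluorescence ratio across the kinetic read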
CRFR2-BP antag = antagonists of CRF-binding protein/CRF-R2 receptor complex | HEK293 CRF-R2/CRF-BP, CRF-induced calcium fluorescence | inhibition, % at 11.8 µM | 350,000 tested, 0.59% active | AID 588475;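 active = inhibition of the ligand-induced calcium signal above about 50% at the single tested concentration, limit read from the data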
M4 PAM = potentiates acetylcholine response at human M4 receptor. CHO-K1 hM4/Gqi5, Fluo-8 calcium fluorescence, ACh EC20; 0% = ACh EC20, 100% = maximal ACh. activation, % at 3 µM. 360,000 tested, 0.4% active;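 active = activation above its plate's cutoff, the mean activation of sample wells plus 3 SD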; note: some results filed as inactive read as strong as hits
M4 antag = blocks acetylcholine activation of human M4 receptor | CHO-hM4 cells, ACh EC80, Fluo-8 calcium fluorescence | inhibition, % at 3 µM | 360,000 tested, 0.73% active;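 active = inhibition above its plate's cutoff, the mean inhibition of sample wells plus 3 SD, cut at about 27% in these data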;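 note: 0% = acetylcholine EC80 with DMSO and 100% = DMSO without agonist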
* hit, by the source's call; · = not tested or not shown.

SMILES | CHRM1 PAM | CRFBP-R2 agonist | CHRM4 agonist | M5 PAM | M5 antag | CHRM5 agonist | CRFR2-BP antag | M4 PAM | M4 antag
CCc1ccc(S(=O)(=O)NCc2cn3ccccc3n2)s1 | 5 | 0.2 | 6 | -1 | -3 | 6 | -7 | 3 | 0
Cc1nnc(NCCc2ccccc2)n(N)c1=O | 2 | 5.7 | 1 | -2 | 0 | -3 | 7 | -1 | 3
O=C(NCCNC(=O)c1ccccn1)c1cccc(F)c1 | 2 | -0.9 | 1 | -1 | 12 | -1 | 0 | 3 | 0
O=C(Nc1ccc2c(c1)OCCO2)c1ccc(Br)o1 | 6 | -1.4 | 0 | -1 | 8 | -3 | -10 | -1 | -3
O=C(NCCCc1ccc(F)cc1)C1CCC(=O)N(CCCN2CCCC2=O)C1 (configuration not stated) | 11 | 0.9 | 0 | 8 | -12 | -2 | 3 | 11 | -3
COc1cc(-c2nc3ccc(C)cn3c2NCc2ccccc2)ccc1-c1cccc(Cl)c1 | -4 | 1.4 | 0 | -6 | 5 | -2 | 6 | -8 | 8
CC1OC(C(C)(C)C)Cc2[nH][nH]c(=O)c21 (configuration not stated) | · | · | 1 | -5 | 0 | 0 | · | 5 | -3
CCN1C(=O)C(O)(CC(=O)c2cccc(-n3cccc3)c2)c2ccccc21 (configuration not stated) | 3 | -0.3 | 15 | -8 | 10 | 5 | 28 | -9 | -5
c1ccc(CN=C(NCc2ccccc2)NCc2ccccc2)cc1 | 11 | -0.8 | 0 | -2 | 6 | -7 | 5 | 6 | -1
CCc1nc2ccccc2n1Cc1ccccc1F | 5 | 0.1 | 1 | 1 | 12 | -3 | -2 | 4 | 2
CCn1c(=S)sc2c(=O)n(-c3ccccc3)c(=S)[nH]c21 | 3 | -0.7 | 1 | 5 | 3 | 1 | 14 | -2 | -3
COc1ccc(NC(=O)CC2(CC(=O)N3CCOCC3)CCCC2)cc1Cl | -17 | 0.0 | 3 | 3 | -3 | 4 | -1 | 5 | -12
COc1ccc(Cl)cc1NC(=S)NCCSc1ccc(C)cc1 | -2 | 9.1 | 2 | -7 | -8 | 1 | 9 | -9 | -2
O=C(NCc1ccc(Cl)cc1)C1CCC(CNc2c(N3CCCC3)c(=O)c2=O)CC1 (configuration not stated) | 8 | 1.8 | 0 | 8 | 1 | -2 | 2 | 10 | 5
CN(C)CCCn1c2c(c(SCC(=O)Nc3cccc4ccccc34)nc1=O)CCCC2 | -13 | 0.0 | 0 | -3 | -1 | -9 | -4 | -12 | 2
COc1ccccc1OCC(=O)N(Cc1nc(-c2ccccc2)no1)C(C)C | 21 | -1.2 | 3 | 2 | 1 | -2 | -3 | -6 | -6
CCC(C)C(=O)Nc1nnc(SCC(=O)NC(C)(C)C)s1 (configuration not stated) | 9 | -0.1 | 0 | 7 | 2 | -1 | 67* | -1 | 3
COc1ccc(/C=C/C(=O)OC(C)C(=O)c2ccccc2)cc1OC (configuration not stated) | -1 | -2.0 | 2 | 0 | -8 | -1 | 14 | 1 | 8
Cc1ccc(C2=NCCn3c2c2ccc([N+](=O)[O-])cc2[n+]3[O-])cc1 | 17 | 0.2 | 2 | 5 | 13 | -4 | 3 | 8 | 8
Cc1ccc(-c2nn(CCC(=O)Nc3cccnc3)c(=O)c3ccccc23)cc1 | 14 | 0.1 | 2 | 3 | 3 | -8 | -10 | 5 | -1
COCC(=O)N(Cc1cc2ccc(C)cc2[nH]c1=O)c1ccc(C)cc1C | 9 | 0.2 | 2 | -4 | 0 | 4 | 4 | 3 | 1
CCOC(=O)c1c(NC(=O)c2ccoc2C)sc(C)c1C | 12 | -1.5 | 0 | 9 | 1 | 1 | -12 | 5 | 2
C[C@H]1CN([C@@H](C)CO)C(=O)c2cc(Br)cnc2O[C@H]1CN(C)Cc1ccccc1C(=O)O | -3 | 0.4 | 1 | 1 | 6 | 0 | -19 | -1 | -4
CCN(CC#CCC1(O)c2ccccc2-c2ccccc21)CCO | -1 | -0.6 | 0 | -5 | 9 | -6 | 10 | 0 | 8
Cc1cc(-c2n[nH]c(=S)n2/N=C/C=C/c2ccco2)n[nH]1 | -2 | -2.0 | 1 | 7 | -2 | 2 | -11 | -3 | 6
CC1CCCCC1NC(=O)C1CCN(C(=O)NC2CCCCC2)CC1 (configuration not stated) | -1 | -0.1 | 1 | 0 | 1 | -1 | 4 | -1 | 0
COc1ccc(C(=O)NCc2csc(C)n2)cc1OC1CCN(C(C)=O)CC1 | 3 | 0.1 | 1 | -2 | 12 | -4 | 6 | 2 | 6
Cc1nc(SCC(=O)NCC2CCCO2)c2oc3ccccc3c2n1 (configuration not stated) | -2 | -0.1 | 0 | -2 | -2 | 0 | 0 | 8 | -12
Cc1ccccc1-c1n[nH]c(=S)n1/N=C/c1ccc(-c2ccccc2Br)o1 | 3 | 0.2 | 0 | 4 | 2 | -7 | 22 | 8 | -25
COc1ccccc1NC(=S)NCc1ccc2c(c1)cc(C)n2C | 1 | 0.1 | 2 | 4 | 1 | -5 | -3 | -6 | 1
CCOC(=O)CSc1nnc(CNc2ccc(Cl)cc2)n1Cc1ccccc1 | -7 | 0.2 | 15 | -18 | 17 | 8 | 7 | 0 | 14
O=c1ccc2ccccc2c2ccccc12 | 18 | · | 0 | 6 | 8 | -4 | · | 1 | 5
O=C1CN(C(=O)COC(=O)c2cccc(OCc3ccccc3)c2)c2ccccc2N1 | -1 | 0.1 | 5 | -1 | 0 | 2 | -1 | -5 | -3
CCOc1ccc(S(=O)(=O)N2CCCC(C(=O)N3CCOCC3)C2)cc1 (configuration not stated) | 9 | -2.5 | 3 | 4 | -7 | -4 | 14 | -1 | -5
Cc1sc2nc(CN3CCOCC3)nc(NS(=O)(=O)c3ccccc3)c2c1C | 5 | -1.1 | 0 | -3 | -4 | -1 | -4 | -2 | 10
Cc1cc(C(=O)N/N=C/c2cccs2)no1 | 4 | 1.0 | 1 | -4 | -2 | -1 | -13 | 15 | -2
Cc1ccc(S(=O)(=O)NC(=O)Nc2c(C)n(C)n(-c3ccccc3)c2=O)cc1 | -4 | 0.4 | 3 | 2 | -6 | 3 | -9 | -4 | 8
CCn1c(SCC(=O)c2ccc(Cl)cc2)nnc1-c1cccs1 | 6 | 0.0 | 2 | 1 | 2 | -1 | 5 | -5 | -1
COc1ccccc1C(=O)C1CCCN(Cc2ccc(Oc3ncccn3)cc2)C1 (configuration not stated) | 10 | -0.7 | 1 | 0 | 7 | -3 | -7 | 1 | -4
Cc1ccc(S(=O)(=O)N(CC(=O)NCC2CCCO2)Cc2cccc(C)c2)cc1 (configuration not stated) | 13 | -1.1 | 2 | 0 | 7 | -4 | -13 | 10 | -2
Cc1ccc(CN2CC(C(=O)NC(c3nc4ccccc4[nH]3)C(C)C)CC2=O)cc1 (configuration not stated) | 7 | 2.5 | 0 | 3 | 0 | 0 | -9 | 3 | -5
CC(c1ccccc1)C(NC(=O)OCC1c2ccccc2-c2ccccc21)C(=O)O (configuration not stated) | 0 | -1.3 | 2 | 4 | 1 | -2 | 1 | 2 | 3
O=C(c1ccc(N2CCCC2)c([N+](=O)[O-])c1)N1CCN(S(=O)(=O)c2ccccc2)CC1 | -1 | -0.6 | 9 | 2 | -2 | -1 | 10 | -8 | 7
CC(=O)N1CCN(C(=O)CNc2cc(C(F)(F)F)ccc2OCC(F)(F)F)CC1 | -2 | -0.4 | 0 | -1 | 1 | -7 | -5 | -1 | -7
CCOc1ccc(NC(=O)COn2nnc3ccc(S(=O)(=O)N4CCOCC4)cc32)cc1 | 10 | -1.5 | 0 | -6 | 7 | -1 | 17 | -6 | 14
COCCn1c(N2CCN(c3ccc(OC)cc3)CC2)nc2c1c(=O)[nH]c(=O)n2C | 7 | -3.7 | 1 | 14 | -14 | -2 | -7 | 7 | -14
O=C1CCCN1Cc1ncnn1-c1ccccc1 | 3 | -0.9 | 0 | -14 | 8 | -3 | 8 | 9 | -2
COc1ccccc1-c1nc(-c2ccc(C(=O)O)cc2)no1 | 15 | 0.1 | 2 | 4 | 5 | 8 | 20 | 21 | -1
COc1cccc(C(=O)N(Cc2cc3cc(C)ccc3[nH]c2=O)CC2CCCO2)c1 (configuration not stated) | 6 | 0.7 | 0 | -4 | 3 | 1 | 0 | 5 | -2
COc1ccc(-c2nsc3c(SCc4ccccc4)ncnc23)cc1 | 4 | 8.3 | 1 | -2 | -2 | -1 | -17 | 3 | -4

Continued:
SMILES | CHRM1 PAM | CRFBP-R2 agonist | CHRM4 agonist | M5 PAM | M5 antag | CHRM5 agonist | CRFR2-BP antag | M4 PAM | M4 antag
Cc1ccc(C)n1-c1nccc(-c2ccco2)n1 | -2 | 0.7 | 19 | -14 | 14 | 4 | 14 | -11 | 1
C/C(=N\NC(=O)c1cc(C(C)(C)C)[nH]n1)C12CC3CC(CC(C3)C1)C2 | 2 | -3.5 | 1 | 4 | -2 | 0 | -53 | 3 | -4
Cc1ccccc1CNC(=O)CCC(=O)N1CCOc2ccc(Cl)cc21 | -1 | -11 | 2 | -5 | 5 | -2 | -15 | -5 | 6
CC1CCCCN1C(=O)c1c([N+](=O)[O-])cnn1C (configuration not stated) | 7 | -2.5 | 1 | -1 | 8 | -4 | -3 | 6 | 4
CCOC(=O)N1CCN(c2ccc(Cl)c(Cl)c2)CC1 | 2 | -4.5 | 5 | -4 | 2 | 2 | 0 | 6 | -16
O=C(Nc1ccc2c(c1)OCCO2)C1CCN(c2cnccn2)CC1 | 8 | -0.8 | 1 | -1 | -3 | 1 | 8 | -3 | 8
O=C(O)c1ccccc1CSc1nc2ccccc2s1 | -2 | -0.2 | 1 | -6 | 17 | -5 | 4 | 0 | 8
O=C(/C=C/N1CCOCC1)c1coc2ccccc12 | -2 | -1.4 | 0 | -2 | 3 | 1 | 7 | 4 | -2

Single records, from the list above:
CCc1nc2ccccc2n1Cc1ccccc1F in the list: CHRM1 PAM = 5; CRFBP-R2 agonist = 0.1; CHRM4 agonist = 1; M5 PAM = 1; M5 antag = 12; CHRM5 agonist = -3; CRFR2-BP antag = -2; M4 PAM = 4; M4 antag = 2
CCC(C)C(=O)Nc1nnc(SCC(=O)NC(C)(C)C)s1 (configuration not stated) in the list: CHRM1 PAM = 9; CRFBP-R2 agonist = -0.1; CHRM4 agonist = 0; M5 PAM = 7; M5 antag = 2; CHRM5 agonist = -1; CRFR2-BP antag = 67*; M4 PAM = -1; M4 antag = 3

Four entries drawn at random from those above:
SMILES | CHRM1 PAM | CRFBP-R2 agonist | CHRM4 agonist | M5 PAM | M5 antag | CHRM5 agonist | CRFR2-BP antag | M4 PAM | M4 antag
Cc1ccc(-c2nn(CCC(=O)Nc3cccnc3)c(=O)c3ccccc23)cc1 | 14 | 0.1 | 2 | 3 | 3 | -8 | -10 | 5 | -1
Cc1nnc(NCCc2ccccc2)n(N)c1=O | 2 | 5.7 | 1 | -2 | 0 | -3 | 7 | -1 | 3
C[C@H]1CN([C@@H](C)CO)C(=O)c2cc(Br)cnc2O[C@H]1CN(C)Cc1ccccc1C(=O)O | -3 | 0.4 | 1 | 1 | 6 | 0 | -19 | -1 | -4
O=C1CCCN1Cc1ncnn1-c1ccccc1 | 3 | -0.9 | 0 | -14 | 8 | -3 | 8 | 9 | -2

Not a hit list; overall some 2.6% were active at least once.
